CHRM5 PAM: potentiates acetylcholine response at human M5 receptor; P08912; CHO-K1 hM5, Fluo-8 calcium, ACh EC20 PAM; 0% = ACh EC20, 100% = ACh EC100; activation, % at 3 µM; 360,000 compounds, 0.3% hits;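 active = activation above the run cutoff, the mean activation of all test compounds plus 3 SD, cut at about 18% in these data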
Target sequence (P08912 whole entry, looked up): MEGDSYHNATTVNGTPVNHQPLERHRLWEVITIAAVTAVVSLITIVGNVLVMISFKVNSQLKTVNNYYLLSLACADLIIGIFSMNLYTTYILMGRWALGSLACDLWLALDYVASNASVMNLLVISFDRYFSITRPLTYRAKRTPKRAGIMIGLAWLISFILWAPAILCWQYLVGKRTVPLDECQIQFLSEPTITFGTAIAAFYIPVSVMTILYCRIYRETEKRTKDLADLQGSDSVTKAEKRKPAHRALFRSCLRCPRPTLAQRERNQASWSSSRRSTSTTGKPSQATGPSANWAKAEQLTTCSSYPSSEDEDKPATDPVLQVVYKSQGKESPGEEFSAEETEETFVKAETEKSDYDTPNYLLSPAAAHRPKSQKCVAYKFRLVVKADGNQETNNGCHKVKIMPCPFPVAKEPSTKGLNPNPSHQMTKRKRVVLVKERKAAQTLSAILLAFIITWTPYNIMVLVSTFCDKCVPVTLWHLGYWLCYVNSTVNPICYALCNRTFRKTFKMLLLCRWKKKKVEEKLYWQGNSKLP
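System: CHO-K1 hM5 cells. Reagent: acetylcholine, EC20 level. Compound dosing: single dose, 3 µM nominal final test concentration. Timing: Post-acetylcholine fluorescence recording 140 s. Detection: Fluo-8 calcium fluorescence. Read-out: % activation, ACh-normalized. Benchmarks: ACh EC20 and EC100 wells. Repeats: singlicate, one well per test compound.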
CHRM4 antagonist: antagonists of human muscarinic M4 receptor (CHRM4); inhibition, % at 3 µM; 360,000 compounds, 0.73% hits; P08173; CHO-hM4 cells, ACh EC80, Fluo-8 calcium fluorescence; AID 624125;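 active = inhibition above its plate's cutoff, the mean inhibition of sample wells plus 3 SD, cut at about 27% in these data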;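 note: 0% = acetylcholine EC80 with DMSO and 100% = DMSO without agonist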
Target sequence (P08173 whole entry, looked up): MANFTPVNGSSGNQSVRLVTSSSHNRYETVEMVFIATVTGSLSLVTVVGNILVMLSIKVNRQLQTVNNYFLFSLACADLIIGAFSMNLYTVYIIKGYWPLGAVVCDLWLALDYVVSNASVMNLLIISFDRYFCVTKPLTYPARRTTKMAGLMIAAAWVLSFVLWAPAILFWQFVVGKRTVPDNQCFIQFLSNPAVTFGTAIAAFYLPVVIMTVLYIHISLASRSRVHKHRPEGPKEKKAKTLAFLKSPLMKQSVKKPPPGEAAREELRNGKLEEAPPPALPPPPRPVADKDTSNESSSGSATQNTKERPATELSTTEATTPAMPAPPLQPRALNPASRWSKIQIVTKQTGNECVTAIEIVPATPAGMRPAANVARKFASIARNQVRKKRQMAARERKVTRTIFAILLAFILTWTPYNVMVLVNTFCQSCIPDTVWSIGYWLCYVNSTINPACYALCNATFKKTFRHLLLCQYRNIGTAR
CHRM4 agonist: CHRM4 agonism in calcium assay | P08173 | CHO-K1 hM4/Gqi5, Fluo-8 calcium fluorescence; vehicle 0%, full acetylcholine response 100% | activation, % at 3 µM | 360,000 compounds, 0.14% hits | AID 624127;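 active = activation above the run mean over all test wells plus 3 SD, cut at about 32% in these data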;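 note: peak over basal fluorescence ratio per well then scaled between controls; 0% = DMSO wells and 100% = acetylcholine at EC100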
CHRM5 agonist: agonists of human muscarinic M5 receptor (CHRM5); activation, % at 3 µM; 360,000 compounds, 0.19% hits; CHO-K1 hM5 cells, Fluo-8 calcium fluorescence; 0% DMSO wells, 100% maximal acetylcholine response; P08912;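 active = activation above the run's mean over test compounds plus 3 SD, cut at about 23% in these data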;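 note: signal is peak over basal fluorescence ratio across the kinetic read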
CRFBP-R2 block: antagonists of CRF-binding protein/CRF-R2 receptor complex; inhibition, % at 11.8 µM; HEK293 CRF-R2/CRF-BP, CRF-induced calcium fluorescence; 350,000 compounds, 0.59% hits;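 active = inhibition of the ligand-induced calcium signal above about 50% at the single tested concentration, limit read from the data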
IDE cell inh: inhibits human insulin-degrading enzyme in HEK cells; inhibition, % at 5.59 µM; FAbetaB cleavage, fluorescence polarization; 320,000 compounds, 0.41% hits;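 active = percent inhibition above the average of all tested compounds plus 3 SD, set per screening campaign, cut at about 16% in these data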;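 note: IDE supplied by intact live HEK cells; FP after avidin binding of uncleaved biotin substrate so inhibition keeps polarization high; 0% = DMSO wells and 100% = 60 µM reference IDE inhibitor Ii1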
CHRM4 PAM: positive allosteric modulators of human muscarinic M4 receptor; 360,000 compounds, 0.4% hits; P08173; CHO-K1 hM4/Gqi5, Fluo-8 calcium fluorescence, ACh EC20; 0% = ACh EC20, 100% = maximal ACh; activation, % at 3 µM;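 active = activation above its plate's cutoff, the mean activation of sample wells plus 3 SD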; note: some results filed as inactive read as strong as hits
CHRM5 antagonist: antagonists of human muscarinic M5 receptor (CHRM5). P08912. CHO-hM5 cells, Fluo-8 calcium fluorescence, ACh EC80. inhibition, % at 3 µM. 360,000 compounds, 0.59% hits;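 active = inhibition above a per-plate cutoff, the mean of that plate's test compounds plus 3 SD, cut at about 27% in these data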;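 note: 0% = acetylcholine EC80 with DMSO and 100% = DMSO without agonist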
CRFBP-R2 agonist: CRF-BP/CRF-R2 complex agonism | HEK293 CRF-R2/CRF-BP, calcium dye fluorescence (FLIPR); percent of saturating CRF peptide response | activation, % at 13.2 µM | 350,000 compounds, 0.46% hits | AID 588473;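 active = activation of at least 50%, plus an integration ratio under a set limit after plate pattern correction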;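 note: plate controls were neutral control wells without compound for no effect and CRF at EC100 for full effect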
Active calls of the source: *; · = not tested or not shown.

SMILES	CHRM5 PAM	CHRM4 antagonist	CHRM4 agonist	CHRM5 agonist	CRFBP-R2 block	IDE cell inh	CHRM4 PAM	CHRM5 antagonist	CRFBP-R2 agonist
Cn1cc(C(=O)NCc2ccc(Cl)cc2)c(=O)c2cc(S(=O)(=O)N3CCOCC3)ccc21	7	5	1	0	-13	2	-5	-4	0.7
CSc1nncc(/C(C)=N\Nc2cccc(C)c2)n1	2	2	0	-5	-6	2	-6	0	0.8
CN(C)S(=O)(=O)N(CC(=O)NCCSCc1ccccc1)c1ccccc1	-8	13	3	0	-11	-3	-5	8	0.8
O=[N+]([O-])c1ccc2nn(Cc3ccccc3)cc2c1	-1	-15	1	-2	22	1	5	4	-1.4
CN(C(=O)c1ccc(NC(=O)C2CCCN(C(=O)OC(C)(C)C)C2)cc1)C1CCCC1 (configuration not stated)	1	-5	7	2	0	7	5	7	-1.1
COC(=O)[C@@]1(Cc2ccc(F)cc2)[C@H]2c3cc(C(=O)N4CCCC4)n(CCN4CCNC4=O)c3C[C@H]2CN1C(=O)c1ccccc1	12	-11	1	1	·	·	9	-16	·
Cc1cc(C)nc(N/N=C/C2=C(O)CC(c3ccc(F)cc3)CC2=O)n1 (configuration not stated)	-10	9	0	-4	-22	5	-9	16	0.5
COc1ccccc1C(=O)N(Cc1ccc(Cl)cc1)C1CCS(=O)(=O)C1 (configuration not stated)	2	1	5	-2	0	-2	5	-3	-0.3
CC(NS(=O)(=O)c1ccc(Cl)c(Cl)c1)C(=O)OCC(=O)N1CCCCCC1 (configuration not stated)	-4	-9	7	2	11	-3	-2	-3	0.3
O=S(=O)(NN=C1CCCCCC1)c1ccccc1	1	3	1	-1	2	4	5	-7	0.2

Three of the entries above in order of their number in CHRM4 agonist, ascending.
SMILES	CHRM4 agonist
O=[N+]([O-])c1ccc2nn(Cc3ccccc3)cc2c1	1
CN(C)S(=O)(=O)N(CC(=O)NCCSCc1ccccc1)c1ccccc1	3
CN(C(=O)c1ccc(NC(=O)C2CCCN(C(=O)OC(C)(C)C)C2)cc1)C1CCCC1 (configuration not stated)	7

Continued:
SMILES	CHRM5 PAM	CHRM4 antagonist	CHRM4 agonist	CHRM5 agonist	CRFBP-R2 block	IDE cell inh	CHRM4 PAM	CHRM5 antagonist	CRFBP-R2 agonist
CC(=O)c1c(C)[nH]c(C(=O)Nc2ccc3c(c2)OCCO3)c1C	-9	-3	3	-2	6	0	2	5	1.6
N#Cc1c(N)nc2c(c1-c1ccco1)CCCCC2	-8	-9	0	-3	-4	0	5	4	3.3
N[C@@H](Cc1ccccc1)c1nnc2sc(SCc3ccccc3)nn12	0	-15	2	-2	-26	-2	16	-7	1.7
CC(NC(=O)c1cccs1)C(c1cccs1)N1CCN(c2ccccc2)CC1 (configuration not stated)	-2	6	0	-3	7	4	1	1	-0.7
Cn1cc(/C=C/C(=O)N2CCCC(C(=O)c3ccc(C(C)(C)C)cc3)C2)cn1 (configuration not stated)	7	-5	5	0	-16	2	1	3	0.2
COc1ccc(Cl)cc1N1C(=NC(=O)C2CCCCC2)SC2CS(=O)(=O)CC21 (configuration not stated)	-2	5	1	-2	3	-2	7	13	1.4
O=C(Oc1ccc(/C=N/NC(=O)c2ccccc2F)cc1)c1ccccc1	0	-6	2	-2	-10	-1	1	-6	-0.7
COc1ccc(NS(=O)(=O)c2cccc(C(=O)NCCCn3ccnc3)c2)cc1	-2	-2	0	1	0	6	2	3	-0.5
CCN(CC)C(=O)C1=C(C)N(CCCN2CCCC2=O)C(=O)C(CC(=O)NC2CCCCC2)C1 (configuration not stated)	7	-6	0	1	3	·	6	2	-1.3
CCOC(=O)CCc1ccc(NC(=O)/C=C/c2ccc([N+](=O)[O-])o2)cc1	-4	-3	6	3	13	·	2	9	0.5
Cc1ccc(C2N(C)c3ccccc3-c3nc4ccccc4n32)o1 (configuration not stated)	3	-4	-3	-4	20	4	7	0	0.0
COc1cc(CCN=Cc2cc(Cl)cc(Cl)c2O)c([N+](=O)[O-])cc1OC	6	-3	1	-1	·	·	18	-6	·
COc1cccc(/C=N/Nc2cc(N3CCOCC3)ncn2)c1O	1	-1	2	6	-24	4	-4	-3	-1.6
Nc1nc(SCC(=O)NCc2ccccc2)[nH]c(=O)c1NC(=O)c1ccccc1F	3	-3	0	-1	4	4	7	-2	-0.5
CC1(C(=O)NS(=O)(=O)C2CC2)CCN(C(=O)c2ccccc2C(F)(F)F)C1 (configuration not stated)	5	10	0	1	·	·	-2	-8	·
Cc1cc(NC(=O)Cc2ccc(Br)cc2)no1	0	4	0	-2	23	3	6	-2	-1.0
Cc1ccccc1C1CC(c2ccccc2)Nc2ncnn21 (configuration not stated)	1	0	2	2	-3	3	4	-9	-0.5
Cc1ccc(N2C(=O)CC(n3ccnc3)C2=O)cc1C (configuration not stated)	5	0	1	-7	16	2	3	-8	0.7
CSCCC(NC(=O)c1ccccc1Cl)C(=O)NNC(=O)c1ccccc1O (configuration not stated)	-2	-6	1	2	-6	-4	7	3	-0.3
COc1cccc(CN2CC(C(=O)N3CCCO3)CCC2=O)c1 (configuration not stated)	0	-28	0	0	-16	4	-7	-5	-0.3
COc1cccc(NC(=O)Cn2cc(C=O)c3ccccc32)c1	0	-10	13	5	19	2	-8	-8	-0.7
COC(=O)c1ccc(NS(=O)(=O)c2cc(C)ccc2OC)cc1	-3	11	2	1	11	-2	4	1	-1.1
O=C(OCC(=O)c1ccc[nH]1)c1ccc(Cl)nc1	1	-2	2	2	6	-4	1	5	-1.5
C[C@H](CO)N1C[C@H](C)[C@@H](CN(C)C)Oc2c(NC(=O)CCC(F)(F)F)cccc2C1=O	-4	-12	3	3	-3	2	7	8	-0.8
CCOC(=O)C1(Cc2ccc(OC)cc2)CCN(C(=O)[C@@H]2CCCN2C(C)=O)CC1	-4	-6	0	-1	7	2	4	12	0.2
COc1ccccc1CNC(=O)c1cc(C(=O)CC(C)C)c[nH]1	-5	1	4	1	13	2	0	10	0.2
C=CCNC(=O)N1CCC(n2nccc2NC(=O)CCCc2ccccc2)CC1	6	-7	0	-4	-11	1	4	-4	3.5
CCc1ccc(C(=O)C(C)OC(=O)c2cccc(S(=O)(=O)N3CCOCC3)c2)cc1 (configuration not stated)	-9	-2	6	-1	6	-1	1	2	-0.1
COc1ccc(CCNC2CC(=O)N(CCc3ccccc3)C2=O)cc1 (configuration not stated)	17	-4	4	2	-3	2	5	-15	0.6
COc1cccc(NC(=O)Nc2ccc3c(c2)CCC3)c1	-26	3	14	-2	5	4	-5	16	-2.2
O=S(=O)(NCCc1c[nH]c2ccccc12)c1ccccc1	1	-18	5	0	-2	4	3	0	-0.1
CC1(C)CC(N2CCN(CCO)CC2)=CC(=S)N1	0	-14	0	0	2	6	-1	-3	-1.7
CCc1ccccc1N(CC(=O)Nc1cccc(N(C)S(C)(=O)=O)c1)S(C)(=O)=O	-8	6	2	-1	14	1	-10	16	-3.6
O=C(CSc1nnc(CNC(=O)c2cccs2)o1)NCc1ccc(F)cc1	1	1	0	1	-9	3	-2	3	0.2
COC(=O)c1ccccc1NC(=O)NC1CCCC1	0	0	0	-3	3	2	-2	-4	0.8
C=CC[N+](C)(C)c1ccc(CCC(=O)CCc2ccc([N+](C)(C)CC=C)cc2)cc1	3	4	1	-1	-28	-1	-10	-4	1.5
COc1cccc(/C=C/C(=O)c2ccc3c(c2)OCO3)c1OC	-14	-22	2	-8	13	2	-1	12	-2.1
O=C(c1ccc(Br)o1)N1CCCc2ccccc21	4	0	0	-7	-2	6	6	-7	-2.1
Cc1nn(-c2ccccc2)c2c1C(=O)NC(=O)C(C)(C)C2	1	0	0	-2	-11	0	10	-16	0.0
COc1cccc(CN(C)CC(=O)N2CCN(S(=O)(=O)c3ccccc3)CC2)c1	-2	0	2	-2	7	·	-1	0	0.0
Cc1ccccc1-c1nnn(Cc2ccc(-c3nn[nH]n3)cc2)n1	0	5	0	3	6	7	0	10	1.3
Cc1cc2c3c([nH]c2cc1S(=O)(=O)NCCCOC(C)C)CC(C)(C)CC3=O	-1	-4	5	-3	0	0	-3	-4	-3.6
Cc1nc(-c2ccc([N+](=O)[O-])cc2)nc2[nH]ccc(=O)c12	0	12	1	-2	-6	·	5	5	-2.2
COc1c2c(cc3ccc(=O)oc13)CCO2	2	1	0	1	-2	3	-1	-6	0.9
CCCNC(=O)C1(C)CCCN(C(=O)c2oc3ccccc3c2C)C1 (configuration not stated)	-6	7	2	0	·	·	-3	2	·
CC(=O)c1cc(C#N)c(Oc2ccc(F)cc2)nc1C	-1	2	0	-6	12	-1	16	-12	-0.8
Cc1nn(-c2ccccc2)c2sc(C(=O)OCC(=O)N3CCCCC3)cc12	-2	-4	1	0	16	8	9	1	-0.3
NC(=O)c1cccnc1OCC(F)(F)F	4	4	0	3	13	-1	-9	7	2.9
CCc1nc2c(OCc3ccc(F)c(F)c3)cccn2c1N(C)C(=O)C1CC1	2	0	-3	-3	·	·	0	-3	·
COc1ccc(CNC(=O)c2ccc(Br)o2)cc1	-4	4	0	-2	7	2	-5	5	-2.7

3 of the compounds above, bar-delimited:
molecule | CHRM5 PAM | CHRM4 antagonist | CHRM4 agonist | CHRM5 agonist | CRFBP-R2 block | IDE cell inh | CHRM4 PAM | CHRM5 antagonist | CRFBP-R2 agonist
Cc1ccccc1-c1nnn(Cc2ccc(-c3nn[nH]n3)cc2)n1 | 0 | 5 | 0 | 3 | 6 | 7 | 0 | 10 | 1.3
CCCNC(=O)C1(C)CCCN(C(=O)c2oc3ccccc3c2C)C1 (configuration not stated) | -6 | 7 | 2 | 0 | · | · | -3 | 2 | ·
CCc1nc2c(OCc3ccc(F)c(F)c3)cccn2c1N(C)C(=O)C1CC1 | 2 | 0 | -3 | -3 | · | · | 0 | -3 | ·

(list continues)
SMILES	CHRM5 PAM	CHRM4 antagonist	CHRM4 agonist	CHRM5 agonist	CRFBP-R2 block	IDE cell inh	CHRM4 PAM	CHRM5 antagonist	CRFBP-R2 agonist
O=C(Nc1ccc(Cl)cn1)C1CCCN(c2ncnc3c2nc2n3CCCCC2)C1 (configuration not stated)	-7	8	13	-3	-20	5	-3	4	-3.8
Cc1cc(C)n(C(=O)CNc2cccc(Cl)c2C)n1	-9	-4	1	-2	-14	7	11	12	0.8
COc1ccc(/C=C/C(=O)OC2CCCN(C)C2)cc1 (configuration not stated)	1	6	1	-1	1	-1	-4	-2	-0.2
COc1cccc(C(C)(O)c2nc(-c3ccc(S(C)(=O)=O)cc3)cs2)c1 (configuration not stated)	-5	-4	7	2	·	·	1	-11	·
CCCn1cc(C(=O)N(C)C2CCCN(Cc3ccccc3F)C2)c(C)n1 (configuration not stated)	-2	1	1	-3	6	0	-1	-5	1.9
CN(c1nc2ccccc2n2c(-c3ccco3)nnc12)S(=O)(=O)c1ccccc1	-2	6	1	0	11	5	10	1	-1.1
O=C(CCCSc1nnc(-c2cccs2)n1CC1CCCO1)c1ccccc1 (configuration not stated)	-8	3	6	1	18	-1	-1	6	-0.8
O=C1C(=O)N2C(=C1C(=O)N1CCCCCC1)c1ccccc1CC21CCCC1	0	-18	4	-12	0	-2	-26	7	-1.1
CCOc1ccc(S(=O)(=O)N2CCC(C(=O)NCCc3ccc(OC)c(OC)c3)CC2)cc1	-9	-2	16	-1	13	2	-8	14	-0.4
CCC1=C(c2ccc(C)cc2)S(=O)(=O)N=C1N1CCC(C(=O)NCCCN2CCCCC2)CC1	-1	-3	0	-6	-7	3	-1	0	0.5

Source: PubChem BioAssay (several laboratories)

Compounds as they come; about 2.9% have a hit in one of these screens.
